Bioassay records from PubChem.
USP17 block = inhibitors of human USP17 deubiquitinase. AID 1645855, 2021. Ubiquitin carboxyl-terminal hydrolase 17-like protein 5 (Homo sapiens), A8MUK1. 6.5% of 47,000 active. inhibition, % at 50 µM. purified USP17, Ub-rhodamine cleavage fluorescence, 3 h
USP10 inh = inhibitors of human USP10 deubiquitinase; purified USP10, Ub-rhodamine fluorescence, 60 min; AID 1645856, 2021; Ubiquitin carboxyl-terminal hydrolase 10 (Homo sapiens), Q14694; inhibition, % at 20 µM; 1.1% of 47,000 active
USP28 block = inhibitors of human USP28 deubiquitinase | purified USP28, Ub-rhodamine cleavage fluorescence, 30 min | Ubiquitin carboxyl-terminal hydrolase 28 (Homo sapiens), Q96RU2 | AID 1645857, 2021 | inhibition, % at 25 µM | 3% of 47,000 active
USP8 inh = inhibitors of human USP8 deubiquitinase; AID 1645853, 2021; purified USP8, Ub-rhodamine cleavage fluorescence, 30 min; inhibition, % at 20 µM; 4.2% of 47,000 active; Ubiquitin carboxyl-terminal hydrolase 8 (Homo sapiens), P40818
USP7 inh = inhibitors of human USP7 deubiquitinase; 0.3% of 47,000 active; inhibition, % at 20 µM; Ubiquitin carboxyl-terminal hydrolase 7 (Homo sapiens), Q93009; purified USP7, Ub-rhodamine cleavage fluorescence
Target sequence (Q93009 whole entry, looked up): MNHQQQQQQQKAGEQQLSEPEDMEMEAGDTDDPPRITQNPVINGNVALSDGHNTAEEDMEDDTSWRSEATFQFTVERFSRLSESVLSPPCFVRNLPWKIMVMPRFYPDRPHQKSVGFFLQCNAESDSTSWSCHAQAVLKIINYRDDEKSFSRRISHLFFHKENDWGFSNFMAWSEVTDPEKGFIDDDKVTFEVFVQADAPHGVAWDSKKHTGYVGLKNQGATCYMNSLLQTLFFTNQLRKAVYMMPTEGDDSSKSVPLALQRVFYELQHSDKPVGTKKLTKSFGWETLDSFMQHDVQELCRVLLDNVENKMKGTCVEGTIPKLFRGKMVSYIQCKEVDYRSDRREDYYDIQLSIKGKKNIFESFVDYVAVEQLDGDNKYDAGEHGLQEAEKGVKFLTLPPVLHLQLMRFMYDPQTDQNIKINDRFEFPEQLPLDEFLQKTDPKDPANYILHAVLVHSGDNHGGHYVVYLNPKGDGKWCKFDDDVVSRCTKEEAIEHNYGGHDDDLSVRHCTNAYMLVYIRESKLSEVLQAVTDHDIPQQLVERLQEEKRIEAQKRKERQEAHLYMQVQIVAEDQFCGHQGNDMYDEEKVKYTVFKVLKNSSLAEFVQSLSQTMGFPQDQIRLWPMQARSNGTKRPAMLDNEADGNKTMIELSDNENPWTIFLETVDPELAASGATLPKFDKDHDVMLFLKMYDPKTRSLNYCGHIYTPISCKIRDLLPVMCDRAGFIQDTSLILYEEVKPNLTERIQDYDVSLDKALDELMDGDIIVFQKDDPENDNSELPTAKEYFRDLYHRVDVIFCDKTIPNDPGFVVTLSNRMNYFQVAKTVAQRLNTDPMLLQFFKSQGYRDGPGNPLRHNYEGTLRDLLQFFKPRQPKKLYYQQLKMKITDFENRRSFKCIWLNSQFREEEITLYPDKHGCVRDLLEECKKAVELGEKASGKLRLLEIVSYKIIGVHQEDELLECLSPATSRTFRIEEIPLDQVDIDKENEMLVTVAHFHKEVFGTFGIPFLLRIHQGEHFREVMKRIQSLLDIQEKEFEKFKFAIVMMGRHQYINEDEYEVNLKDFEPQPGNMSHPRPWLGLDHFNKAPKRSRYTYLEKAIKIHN
USP30 block = inhibitors of human USP30 deubiquitinase; 5.3% of 47,000 active; Ubiquitin carboxyl-terminal hydrolase 30 (Homo sapiens), Q70CQ3; purified USP30, Ub-rhodamine cleavage fluorescence; inhibition, % at 25 µM; AID 1645860, 2021
UCHL1 block = inhibitors of human UCHL1 deubiquitinase | inhibition, % at 20 µM | purified UCHL1, Ub-rhodamine cleavage fluorescence | Ubiquitin carboxyl-terminal hydrolase isozyme L1 (Homo sapiens), P09936 | 0.2% of 47,000 active | AID 1645859, 2021
OTUD3 inh = inhibitors of human OTUD3 deubiquitinase. OTU domain-containing protein 3 (Homo sapiens), Q5T2D3. purified OTUD3, Ub-rhodamine fluorescence, 2 h. inhibition, % at 25 µM. 0.7% of 47,000 active. AID 1645858, 2021
Active calls of the source: *; i = inactive; x = not tested or not shown. Rule as the data show it: active = inhibition above about 30%; inactive = the rest.

SMILES | USP17 block | USP10 inh | USP28 block | USP8 inh | USP7 inh | USP30 block | UCHL1 block | OTUD3 inh
CCOc1ccc(CCNC(=O)CCC(=O)Nc2ccc3nc(N4CCN(C)CC4)cc(C)c3c2)cc1OCC | 28 | -2 | 11 | 9 | 2 | 54* | 3 | 10
CC1(C)Oc2ccccc2[C@H]2OCC3(CCN(C(=O)CCN4CCOCC4)CC3)C[C@@H]21 | -3 | -5 | -1 | -4 | 1 | 2 | -4 | -1
C/C1=C\CC(=O)OC23C(=O)NC(Cc4ccccc4)C2C(C)C2(C)OC2C3/C=C/CC(C)C1=O (stereo not drawn) | -17 | -2 | -23 | -18 | -5 | -8 | -1 | -22
CC(NC(=O)c1cccnc1)c1nc2ccccc2[nH]1 (stereo not drawn) | 3 | -1 | 3 | -1 | 2 | 6 | 0 | 5
Cc1ccc(NC(=O)CC2C(=O)N(CC3CCCO3)c3nc4ccccc4n32)c(F)c1 (stereo not drawn) | 4 | 1 | 6 | 0 | 0 | 14 | 1 | 3
Cc1ccccc1Cn1cc(S(=O)(=O)N2CCCC2)ccc1=O | -7 | 0 | -14 | -5 | -3 | -3 | 0 | -3
O=c1[nH]c(C2CCCCC2)nc2ccc(N3CCCC3)cc12 | 11 | 0 | 9 | 23 | -2 | 0 | 2 | 7
CCN1CCN(c2ncc(C(=O)NCCN3CCOCC3)c(C)n2)CC1 | -4 | -2 | -2 | -1 | -2 | -20 | -3 | -4
COc1ccc(CCNC(=O)CSCc2ccc([N+](=O)[O-])cc2)cc1 | -19 | 3 | -2 | -124 | -7 | 9 | -2 | 2
CCCCSc1nc(N)c2c3c(sc2n1)COC(CCC)C3 (stereo not drawn) | -3 | 6 | 3 | 1 | 2 | -1 | -2 | -1
CN(CCc1ccccc1)c1nccc(N2CCN(C(=O)c3ccc4c(c3)CCO4)CC2)n1 | -4 | 1 | 4 | -15 | 3 | 3 | 6 | -7
CCC(=O)N1CCCC(c2ccnc(Nc3ccc(C)cc3)n2)C1 (stereo not drawn) | -5 | -2 | 6 | 8 | -1 | -3 | -1 | 1
CC(C)c1cc(C(=O)N2CCC[C@]3(C)NC(=O)CCC[C@H]23)n[nH]1 | 3 | 2 | 8 | 1 | 1 | 16 | 0 | 6
Cc1noc(-c2ccc(SCC(=O)Nc3c(C)cccc3C)nc2)n1 | -1 | 0 | -13 | -18 | 7 | -31 | 1 | -3
O=C(c1cnccn1)N1CC[C@@H]2CNS(=O)(=O)[C@@H]2CC1 | 1 | -1 | 2 | 3 | 3 | 8 | 1 | 9
Cc1ccccc1CNC(=O)CCc1nc2ccccc2c(=O)n1C | -17 | 0 | 0 | -2 | -7 | 0 | -3 | -2
CC(=O)O[C@@H]1C(=O)C2=C(C(=O)C[C@H]3C(C)(C)C(=O)CC[C@]23C)[C@]2(C)C(=O)C[C@H]([C@H](C)CC(=O)C[C@@H](C)C(=O)O)[C@@]12C | -15 | 0 | 2 | 1 | 28 | -10 | -1 | -1
COc1ccc(NC(=O)N2CCCC2c2ccco2)cc1OC (stereo not drawn) | -5 | 0 | -3 | -2 | 0 | -5 | -1 | -9
COc1ccccc1Cc1nnc(C2(c3ccccc3)CCOCC2)o1 | 14 | -3 | 7 | 16 | -39 | 4 | 1 | 10
CC(C)c1ccc(N2CCN(Cc3ccc(F)cc3F)C2=O)cc1 | -13 | 4 | 21 | 1 | 5 | 8 | 4 | -3
COc1ccc(OCc2nc(-c3ccc4c(c3)nc(C)c(=O)n4C)no2)cc1 | -11 | -5 | x | -9 | x | x | 0 | 2
COCCNC(=O)c1ccc2ccc(N(C)CC3CC3)n2c1 | -97 | -5 | -61 | -8 | -13 | -321 | -12 | -58
COc1ccccc1OC(C)C(=O)Nc1noc(-c2ccccc2)n1 (stereo not drawn) | 1 | 3 | 3 | 8 | 4 | 18 | 2 | 5
COc1nccnc1NC1CCN(C(=O)COc2ccccc2)CC1 | 7 | 5 | x | 6 | 1 | x | 0 | 0

Taken from above.
USP17 block with COCCNC(=O)c1ccc2ccc(N(C)CC3CC3)n2c1 = -97
USP30 block with CC(C)c1ccc(N2CCN(Cc3ccc(F)cc3F)C2=O)cc1 = 8
USP8 inh with O=C(c1cnccn1)N1CC[C@@H]2CNS(=O)(=O)[C@@H]2CC1 = 3

The results go on:
SMILES | USP17 block | USP10 inh | USP28 block | USP8 inh | USP7 inh | USP30 block | UCHL1 block | OTUD3 inh
Cc1ccc(-c2nc(Cn3cnc4sc(C)c(C)c4c3=O)cs2)cc1 | x | -20 | -61 | -1 | 0 | -202 | -1 | -24
Cc1cc2cc(CNc3ncnc4c3nnn4C)ccc2[nH]1 | 49* | -11 | -22 | 10 | -6 | -104 | -1 | -33
c1ccc(CNc2nn3c(-c4ccncc4)cnc3s2)cc1 | 51* | 4 | 2 | -3 | 6 | 21 | 2 | 5
COCC(=O)N1CCCC(c2cncc(-c3ccnn3C)n2)C1 (stereo not drawn) | -3 | 1 | -1 | -9 | 2 | 0 | 1 | -7
Cc1ccc(-c2nnc(NC(=O)C(c3ccccc3)c3ccccc3)o2)c(C)c1 | 3 | 7 | 0 | 10 | 2 | 0 | 0 | 2
CC(C)(C)NC(=O)COC(=O)C1(c2cccc(F)c2)CCCC1 | -1 | 0 | -10 | 3 | -1 | 11 | 1 | 1
CN(c1ccccc1)S(=O)(=O)c1ccc(C(=O)Nc2cccc(C#N)c2)cc1 | 2 | 4 | 12 | 1 | -163 | 23 | 5 | -5
COc1cc(N)c(Cl)cc1C(=O)OCC(=O)NCc1ccc2c(c1)OCO2 | 4 | -2 | 0 | -6 | 0 | -23 | 1 | 0
Cc1ccc(-c2cnc(C3CC3)o2)cc1S(=O)(=O)N1CCOCC1 | 2 | 2 | 10 | 0 | -5 | 22 | 2 | 8
COc1cccc(S(=O)(=O)N2C[C@@H]3C[C@H]2C[C@@H]3NC(=O)c2cccnc2)c1 | -2 | -1 | -1 | 4 | 3 | -1 | -1 | 4
O=C(Cc1cccc(C(F)(F)F)c1)Nc1cc(-c2ccccn2)no1 | 13 | -2 | -5 | -1 | 1 | -25 | 0 | -15
Cc1ccc2c(Nc3ccc(C#N)cc3)c(C(=O)N3CCCCC3)cnc2n1 | -104 | -6 | -105 | -16 | -25 | -323 | -15 | -68
Fc1ccc(-c2nnc(CN3CCN(Cc4ccccc4)CC3)o2)cc1 | 3 | -3 | 0 | 4 | 5 | -15 | 0 | 9
CCN1CCN(C2=Nc3c(Cl)cc(Cl)c4cccc2c34)CC1 | -158 | -7 | -231 | -12 | -126 | i | -118 | -186
CCc1cccc(C)c1NC(=O)Cn1ncc2ccccc21 | 15 | 1 | 15 | 7 | -4 | 11 | 1 | 7
O=C1CC(c2noc(-c3ccco3)n2)CN1Cc1ccccc1 (stereo not drawn) | -8 | -7 | -11 | -10 | -7 | -51 | -6 | -21
O=C(Nc1cccc(F)c1)c1ccc2c(c1)ncn2CCN1CCCC1 | -3 | -5 | 1 | -2 | -16 | -11 | 3 | 1
O=C(Cc1nc(-c2cccnc2)n[nH]1)Nc1ccc(F)cc1 | 15 | -1 | 15 | 18 | 3 | 20 | 0 | 12
Cc1nn(-c2ccccc2)c(C)c1S(=O)(=O)Nc1cccnc1 | -71 | 2 | -9 | -8 | -1 | -13 | -4 | -10
CCOC(=O)c1cn2c3c(cccc3c1=O)OCC2 | 4 | -1 | 6 | 8 | 6 | 9 | 1 | 9
CC(C)C12CN3CC(C(C)C)(CN(C1)C3[C@@H](O)[C@H](O)[C@H](O)CO)C2=O (stereo partly drawn) | -1 | 0 | -4 | 3 | -1 | 0 | -4 | -4
Cc1cc2occ(CC(=O)NCC3CCCCC3)c2cc1C(C)C | -1 | 7 | -12 | 10 | -12 | -45 | 5 | -13
CCN1CCC2(Cc3ccccc3CN(C(=O)C3CCCC3)C2)C1 (stereo not drawn) | -49 | -5 | -23 | -263 | -33 | -69 | -7 | -24
COc1ccc(CN2C(=O)c3nc4ccccc4n3CC2(C)C(=O)NC2CCCCC2)cc1 (stereo not drawn) | 0 | 3 | 2 | 1 | -8 | 13 | 1 | -4
CCN1C(=O)C(=O)N(Cc2ccc(-n3nc(C)cc3C)cc2)C1=O | 8 | -2 | 6 | 12 | 2 | 14 | -1 | 10
Cc1noc(-c2cc(=O)n(CC(=O)Nc3ccccc3)c3ccccc23)n1 | 42* | 9 | x | 0 | -1 | x | 0 | -3
C[C@]12CN(C(=O)Cc3ccccc3F)C[C@H]1NC(=O)c1ccccc1C2=O | -4 | 0 | -8 | 0 | -1 | -11 | -2 | -7
CN1CC(=O)N(C2CCNC2)Cc2c(NCc3cc(F)cc(F)c3)ncnc21 (stereo not drawn) | -39 | -1 | 4 | -285 | 0 | -5 | -3 | 7
Cc1noc(C)c1CC(=O)N1CCN(S(=O)(=O)c2ccc(C3CCCCC3)cc2)CC1 | x | 0 | 9 | 23 | -12 | 29 | 5 | 12
C[C@@H]1CCC2(C)CC[C@]3(C)C(=CCC4[C@@]5(C)CCC(O)C(C)(C)C5CC[C@]43C)C2[C@H]1C (stereo partly drawn) | 9 | 0 | 10 | 6 | 1 | 21 | 1 | 6
CCOc1ccc(CN2CCC(C(=O)Nc3cccc(-c4ccn[nH]4)c3)CC2)cc1Cl | 0 | 3 | -1 | -7 | 7 | -26 | 7 | -8
Cc1noc(C)c1CN1CCN(C(=O)NC2CCCC2)CC1 | -5 | -1 | -27 | -1 | -2 | -2 | 0 | -3
O=C(c1ccc(Cl)cc1)N1CC[C@@H]2CN(Cc3ccncc3)S(=O)(=O)[C@@H]2CC1 | 2 | -1 | 0 | 1 | 2 | 0 | 2 | 9
O=S(=O)(O)c1cc2cc3ccccc3cc2[nH]1 | 61* | -2 | 0 | 87* | -5 | -41 | 0 | -5
FC(F)(F)c1ccnc(Nc2nccc(C3CCN(Cc4ncc[nH]4)C3)n2)c1 (stereo not drawn) | -26 | -6 | -49 | -112 | 0 | -13 | -1 | 3
CC(C)CNC(=O)C1Cn2ccnc2C2(CCN(C(=O)C3CCC3)CC2)O1 (stereo not drawn) | -7 | 0 | -1 | -73 | 3 | 0 | -1 | 0
O=c1cc(CN2CCN(Cc3ccccc3)CC2)c2cc3c(cc2o1)CCC3 | -20 | -1 | -22 | -9 | -2 | -4 | -1 | -10
NS(=O)(=O)c1cccc(NCc2nc3scc(-c4ccccc4)c3c(=O)[nH]2)c1 | 43* | 0 | 48* | 6 | -4 | 32* | -4 | 10
Cc1ccc(N2C(=O)N(CC(=O)Nc3ccc(N4CCOCC4)cc3)C(=O)C2C)cc1 (stereo not drawn) | 8 | -1 | 11 | 16 | 4 | 11 | 2 | 9
COc1ccc(CCNC(=O)Cn2c(=O)n(CCCCC(=O)NCc3ccc4c(c3)OCO4)c(=O)c3ccccc32)cc1OC | 28 | 19 | 0 | -3 | 9 | 22 | 4 | 0
Cc1ccc(S(=O)(=O)Nc2cc(N3CCCS3(=O)=O)ccc2C)cc1 | -3 | 0 | 3 | 4 | 4 | 13 | 2 | 3
CCn1c(COc2ccc(Cl)c3cccnc23)nnc1SC(F)F | 18 | 0 | 20 | 13 | -22 | 40* | 0 | 19
CCOc1ccccc1NC(=O)CN1c2ccc(F)cc2-c2ccccc2S1(=O)=O | 4 | 5 | -6 | 8 | 6 | 19 | 4 | 6
Cc1ccccc1CN1CC2(CCN(C(=O)Nc3ccccc3)C2)C1 | -4 | -1 | 2 | -21 | 3 | -23 | 1 | 0
COc1cc(CN2CCCC(c3ncc(Cl)cc3S(C)(=O)=O)C2)cc(OC)c1 (stereo not drawn) | -15 | 0 | -12 | -2 | -9 | -15 | -1 | -5
Cc1ccccc1C(CC(=O)Nc1ccc(Cl)cc1)n1cccc1 (stereo not drawn) | -48 | -2 | -94 | -43 | -41 | -266 | 5 | -51

Ordered by the number under UCHL1 block (highest first): 4 of the compounds above
SMILES | USP17 block | USP10 inh | USP28 block | USP8 inh | USP7 inh | USP30 block | UCHL1 block | OTUD3 inh
Cc1ccccc1C(CC(=O)Nc1ccc(Cl)cc1)n1cccc1 (stereo not drawn) | -48 | -2 | -94 | -43 | -41 | -266 | 5 | -51
CCOc1ccccc1NC(=O)CN1c2ccc(F)cc2-c2ccccc2S1(=O)=O | 4 | 5 | -6 | 8 | 6 | 19 | 4 | 6
Cc1ccc(N2C(=O)N(CC(=O)Nc3ccc(N4CCOCC4)cc3)C(=O)C2C)cc1 (stereo not drawn) | 8 | -1 | 11 | 16 | 4 | 11 | 2 | 9
COc1cc(CN2CCCC(c3ncc(Cl)cc3S(C)(=O)=O)C2)cc(OC)c1 (stereo not drawn) | -15 | 0 | -12 | -2 | -9 | -15 | -1 | -5
